Compound activity from PubChem BioAssay.
KDM5B inhibitor = Primary screen for KDM5B Histone Demethylases FDH-coupled qHTS; 220,000 compounds, 2.6% hits; KDM5B demethylase, FDH-coupled NADH fluorescence (FDH is formaldehyde dehydrogenase); Potency, µM (titrated, usually from 57.7 µM), without a hit: at the highest dose activity change, negative = inhibition, hits mostly inhibitors; Lysine-specific demethylase 5B (Homo sapiens), Q9UGL1; active = well fitted inhibition curve with a large enough effect; inconclusive = small, poorly fitted or top-dose-only effect; inactive = no such curve, though single readings can be large or run the other way; note: 0% is about no effect; nearly all actives have a fitted effect of over 70% in size
Target sequence (Q9UGL1 whole entry, looked up): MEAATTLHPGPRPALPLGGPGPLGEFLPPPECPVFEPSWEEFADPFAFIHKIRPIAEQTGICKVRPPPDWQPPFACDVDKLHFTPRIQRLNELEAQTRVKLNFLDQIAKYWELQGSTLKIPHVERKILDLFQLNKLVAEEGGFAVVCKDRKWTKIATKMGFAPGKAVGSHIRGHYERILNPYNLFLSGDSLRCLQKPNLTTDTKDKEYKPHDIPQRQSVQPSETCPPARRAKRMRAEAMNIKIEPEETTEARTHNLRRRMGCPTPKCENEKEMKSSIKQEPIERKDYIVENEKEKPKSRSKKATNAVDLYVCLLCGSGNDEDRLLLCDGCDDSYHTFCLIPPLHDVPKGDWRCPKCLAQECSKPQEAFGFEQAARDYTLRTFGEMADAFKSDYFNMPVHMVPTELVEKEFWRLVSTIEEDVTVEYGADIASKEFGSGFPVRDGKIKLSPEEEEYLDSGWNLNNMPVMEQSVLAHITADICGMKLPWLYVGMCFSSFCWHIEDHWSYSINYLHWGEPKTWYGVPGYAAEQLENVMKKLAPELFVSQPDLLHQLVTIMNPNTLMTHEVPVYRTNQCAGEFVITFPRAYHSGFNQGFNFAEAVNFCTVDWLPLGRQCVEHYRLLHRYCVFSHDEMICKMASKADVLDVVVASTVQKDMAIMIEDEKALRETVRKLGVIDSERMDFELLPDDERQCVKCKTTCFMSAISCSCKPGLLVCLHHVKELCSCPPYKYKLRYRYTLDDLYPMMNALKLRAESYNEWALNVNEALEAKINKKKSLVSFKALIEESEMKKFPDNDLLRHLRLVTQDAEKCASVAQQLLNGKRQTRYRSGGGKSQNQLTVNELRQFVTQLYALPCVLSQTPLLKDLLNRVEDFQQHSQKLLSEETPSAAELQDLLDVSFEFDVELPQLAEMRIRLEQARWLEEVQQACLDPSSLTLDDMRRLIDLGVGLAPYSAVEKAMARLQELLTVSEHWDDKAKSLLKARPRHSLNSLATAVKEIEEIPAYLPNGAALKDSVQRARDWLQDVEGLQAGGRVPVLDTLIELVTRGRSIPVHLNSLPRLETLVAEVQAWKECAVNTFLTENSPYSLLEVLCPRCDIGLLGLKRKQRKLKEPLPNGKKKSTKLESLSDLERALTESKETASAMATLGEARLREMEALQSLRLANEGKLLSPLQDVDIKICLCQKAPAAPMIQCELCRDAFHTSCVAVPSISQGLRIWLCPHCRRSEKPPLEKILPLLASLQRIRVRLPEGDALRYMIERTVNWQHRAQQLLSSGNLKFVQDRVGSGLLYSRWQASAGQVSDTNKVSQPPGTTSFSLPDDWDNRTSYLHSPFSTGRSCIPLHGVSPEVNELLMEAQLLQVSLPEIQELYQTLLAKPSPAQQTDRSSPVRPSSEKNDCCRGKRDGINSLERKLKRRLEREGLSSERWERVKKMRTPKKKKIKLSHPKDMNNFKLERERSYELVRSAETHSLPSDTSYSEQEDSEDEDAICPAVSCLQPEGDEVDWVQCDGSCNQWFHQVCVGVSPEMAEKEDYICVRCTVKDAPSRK
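Measured: NADH fluorescence change, 30 min, RT. System: KDM5BΔAP 200 nM final, H3K4me3 peptide, α-KG, Fe(II), ascorbate, NAD⁺ plus FDH, pH 7.5 HEPES. Compounds: titrated, 10 min pre-incubation with enzyme.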
An asterisk follows results filed as active; ? = inconclusive; [ ] = dose if it differs, or a comment. Potency is the fitted concentration of half-maximal effect. These rows are one share of the data; rates above refer to the full screens.

SMILES	KDM5B inhibitor
CNC(=O)N1CCCC(Cc2ncc(C)n2C(C)C)C1 (centres undefined)	1.8%
CSc1nnc(-c2ccccc2NC(=O)c2ccc(C)c(S(=O)(=O)N3CCCCCC3)c2)o1	2.7%
CC(=O)c1ccc(NC(=O)c2ccc(CN3C(=O)CCn4nc(C)cc43)cc2)cc1	10.5%
COc1ccc(OC)c(CN2CCN(S(=O)(=O)c3ccccc3)CC2)c1	?
CCOC(=O)CC(=O)Nc1c(NC2CCCCC2)c2ccccc2oc1=O	8.6%
CC(c1cc2ccccc2o1)N(C)Cc1nnc(-c2ccccc2)o1 (centres undefined)	10.2%
COc1ccc(CCNC(=O)C(=O)NCC(c2cccs2)S(=O)(=O)c2ccccc2)cc1 (centres undefined)	-27.6%
C=CCNC(=O)NC(=O)CN1CCSCC1	21.5%
CC(=O)Oc1ccc2c(=O)c(-c3ccc4c(c3)OCCCO4)c(C)oc2c1	-13.6%
CN(C)C(=O)c1ccc(NC(=O)c2cc(-c3ccco3)nc3ccccc23)cc1	?
O=S(=O)(c1cccc2ccccc12)N1CCCC(CO)(Cc2cccc(Cl)c2)C1 (centres undefined)	-12.5%
COc1ccc(Cl)cc1NC(=O)CCC1CCCN(Cc2ccc3c(c2)OCCO3)C1 (centres undefined)	-8.8%
CCC(C)NC(=O)CN1C(=O)C(C)(C)c2cc(S(=O)(=O)N3CCCC3)ccc21 (centres undefined)	-10.4%
CCOc1ccc(-c2csc3ncnc(Nc4cccc(O)c4)c23)cc1	?
Cc1ccc(-n2ncc3c2CCCC3NC(=O)CCCN2CCCCC2=O)cc1C (centres undefined)	9.5%
O=S(=O)(NN=C1CCCCCC1)c1ccc(Cl)cc1	11.5%
CCCCCn1c(=O)[nH]c2cc(C(=O)Nc3ccc(OC)c(OC)c3)ccc2c1=O	-24.4%
NC(=O)CN(CC1CCOC1)C1CC1 (centres undefined)	19.9%
Cc1ccccc1N1C(N)=C(C#N)C(c2ccsc2)C2=C1CC(C)(C)CC2=O (centres undefined)	?
Cc1cnc(NC(=O)c2nc(C)n(-c3ccc(F)cc3)n2)s1	10.5%
Cc1cc2c(cc3c(SCC(=O)Nc4cccc(Cl)c4C)nnc(C)n32)o1	-21.8%
COc1ccc(NC(=O)CCNS(=O)(=O)c2ccccc2F)cc1S(N)(=O)=O	10.6%
CC(C)Oc1ccc(C(=O)NC2CCN(c3cnn(C)c(=O)c3)CC2)cc1	3.1%
CN1CCN(S(=O)(=O)c2ccc(SCc3cc(Cl)c4c(c3)OCCO4)nc2)CC1	1.2%
O=C(c1ccc2c(c1)N(Cc1ccccc1)C(=O)c1ccccc1S2(=O)=O)N1CCOCC1	-6.5%
CN(Cc1nc2ccsc2c(=O)[nH]1)C(=O)c1cnn(-c2ccc(Cl)cc2)c1	9.6%
CC(C)c1ccc(/C=C/C(=O)N2CCN(C/C=C/c3ccccc3)CC2)cc1	12.6%
Cc1cc(C)c(C)c(S(=O)(=O)NCCC(=O)Nc2nccs2)c1C	18.2%
Cc1cc(C(=O)N(CCC#N)Cc2cccs2)no1	29.0%
Cc1ccccc1/[N+]([O-])=C/c1ccco1	?
CC(C(=O)c1c[nH]c2ccccc12)N1CCC(C(N)=O)CC1 (centres undefined)	9.6%
CS(=O)(=O)Cc1ccc(-c2cccc(OCc3ccccc3F)c2)nc1	?
COc1cccc(C(=O)N2CCC(C(=O)N3CC[C@@](C)(O)[C@@H](O)C3)CC2)c1	?
Cc1csc(NC(=O)CCc2ncc(-c3ccccc3F)o2)n1	14.7%
COC(=O)c1cc(C(C)C)sc1NC(=O)Cc1c(Cl)cccc1Cl	15.7%
COCCc1noc(-c2nc(-c3ccc(OC)cc3)no2)n1	?
CCOc1ccc(NC(=O)Cn2cc(C(=O)c3ccc(CC)cc3)c(=O)c3ccc(C)nc32)cc1	-8.7%
CN(C)C(CNC(=O)C1CCN(S(=O)(=O)c2cccc(Cl)c2Cl)CC1)c1ccccc1 (centres undefined)	-9.6%
Cc1ccc2c(CN3CCOCC3)cc(=O)oc2c1	10.8%
O=C(CCC(=O)N1CCN(c2ccccc2)CC1)N1CCOCC1	33.9%
COc1cccc(CN2CCN3C(=O)N(C4CCOCC4)C[C@H]3C2)c1	-31.3%[86.2 µM]
Cc1ccc(-n2ccnc2SCC(=O)O)cc1C	21.2%
COc1ccc2oc(=O)c(C(=O)N3CCN(c4ccccc4C)CC3)cc2c1	-4.5%
O=C(NCc1ccc(F)c(Cl)c1)c1cccc2c1CCN2C(=O)C1CC1	-1.7%
NC(=S)NNC(=S)NCc1ccccc1	0.2%
O=c1oc2ccccc2c(NC2CCCCC2)c1NS(=O)(=O)c1ccc(Br)s1	-2.8%
Cc1cc(SCC(=O)N2CCOCC2)nc2c(C)cccc12	17.5%
CCn1nc(C(=O)N(Cc2ccccc2)c2c(N)n(CCOC)c(=O)[nH]c2=O)c2ccccc2c1=O	-4.4%
COc1ccc(NC(=O)CCC2CCCN(C(=O)c3ncoc3C)C2)c(C)c1 (centres undefined)	18.1%
COc1ccc(Nc2cc(C(=O)NC3CCC(C)CC3)c3ccccc3n2)cc1OC (centres undefined)	-28.8%

Continued.
SMILES	KDM5B inhibitor
C=CCN(C(=O)c1csnn1)C(C(=O)NCc1ccccc1)c1ccccc1F (centres undefined)	25.9%
COc1ccc(OC)c(CNC(=O)c2cc3cc4ccc(OC)cc4nc3o2)c1	?
COCc1cc(=O)[nH]c(N2CCN(C(=O)c3ccco3)CC2)n1	31.2%
O=C(c1ccco1)N1CCC(OC2CCN(Cc3cccnc3)CC2)CC1	-9.7%
CCN(CC1CCN(CCc2ccccc2C)CC1)C(=O)c1cc(C)nc(C)n1	-5.9%
CCC[C@H]1CN(S(=O)(=O)c2ccc(CC)s2)C[C@@H]1N	-13.8%
Cc1ccc(OCC(O)Cn2nc(C)cc2C)cc1 (centres undefined)	31.5%
COc1ccc(-c2ccc3c(c2)C(=O)N2CCN(C(=O)c4cnccn4)C[C@H]2C(=O)N3)cc1	?
COc1cccc(OC)c1C(=O)OCc1ccccc1Br	10.7%
COc1ccccc1OC1(C(=O)O)CCN(c2cc(C)nc(N)n2)CC1	1.3%
CC1(C)[C@H]2CC[C@@H](CNC(=O)N3CCCC3)[C@@H]1C2	-0.5%[86.2 µM]
COc1ccc(C(=O)NC2CCN(c3cnn(CC4CC4)c(=O)c3)CC2)cc1OC	11.5%
O=C(NCc1ccccc1)c1nc(Cc2c[nH]c3ccccc23)no1	14.7%
CN1C(=O)C(CC(=O)N2CCCNCC2)(Cc2ccccc2)c2ccccc21 (centres undefined)	?
Cc1oc(-c2ccccc2)nc1CC(=O)NCCN1CCOCC1	-1.6%
CCN(CC)S(=O)(=O)c1ccc(S(=O)(=O)Nc2ccc(C(C)C)cc2)cc1	-15.7%
O=C(NCc1ccco1)[C@H]1CN(Cc2ccccc2)C[C@H]1C(=O)O	2.9%
CC(=O)NNC(=O)CC1Sc2ccccc2NC1=O (centres undefined)	-13.6%
CN(Cc1nccs1)C(=O)C1CCC(=O)N(Cc2ccccc2F)C1 (centres undefined)	15.7%
COCCNC(=O)C[C@@H]1C[C@H]2O[C@H](CNC(C)C)[C@@H](O)[C@H]2O1	23.1%[86.2 µM]
Cc1cc(C)c(C(=O)NCC(=O)c2ccccc2)c(C)c1	23.9%
COCCN(CCOC)S(=O)(=O)c1ccc(Cl)nc1	22.9%
Cc1cc(C)cc(NC(=O)CSc2nnc(-c3cccs3)n2-n2cccc2)c1	-2.4%
Cc1ccc(CCNC(=O)c2cccc(Nc3nc4ccccc4nc3-n3nc(C)cc3C)c2)cc1	-12.8%
O=C(/C=C/Nc1ccc(Cl)cc1C(F)(F)F)c1ccc(Br)cc1	21.4%
N#CC1=C(N)Oc2c(oc(CO)cc2=O)C1c1cccc(C(F)(F)F)c1 (centres undefined)	3.7%
COc1cccc(NC(=O)N(Cc2c[nH]c3ccccc23)C2CCCCC2)c1	-19.7%
CCCCN(C)C(=O)c1ccc2nc(C)c(C)nc2c1	3.1%
CCCCN(C)CCNC(=O)c1c(C)oc2ncnc(N3CCOCC3)c12	-8.9%
CC(C)C(NC(=O)/C(=C/c1ccco1)NC(=O)c1ccc(Br)o1)C(=O)O (centres undefined)	-19.6%
O=C(O)[C@@H]1CN(Cc2cnc(N3CCOCC3)nc2)C[C@H]1c1ccccc1	-1.3%
COc1ccc(-c2nc3cc(NC(=O)COc4ccc(C)cc4)ccc3o2)cc1	6.5%
O=C(NCc1nnc2c(-c3nc(C4CC4)no3)cccn12)c1ccccc1Cl	?
O=C(NC1CCN(C(=S)Nc2ccc(Cl)cc2)CC1)C1CCCCC1	30.8%[activator]
Cc1ccccc1C(=O)N1CC(c2nc(CCc3ccccc3)no2)C1	32.2%
COc1ccc(-n2nnnc2C2CCN(S(=O)(=O)c3ccc(C(C)(C)C)cc3)CC2)cc1	-10.1%
COc1ccc(C2SCCN2S(=O)(=O)c2cccc(C)c2)cc1Br (centres undefined)	6.5%
COc1ccccc1CNC(=O)C(C)(C)c1ccccc1	-23.6%
O=C(Cc1csc(-c2ccco2)n1)Nc1ccnn1Cc1c(Cl)cccc1Cl	-20.5%
CCc1ccc(-n2nc3cc(C)c(NC(=O)c4cccc5ccccc45)cc3n2)cc1	-7.6%

Seven compounds drawn at random from those above:
SMILES	KDM5B inhibitor
COc1ccc(C2SCCN2S(=O)(=O)c2cccc(C)c2)cc1Br (centres undefined)	6.5%
COc1ccc(-n2nnnc2C2CCN(S(=O)(=O)c3ccc(C(C)(C)C)cc3)CC2)cc1	-10.1%
COc1ccccc1CNC(=O)C(C)(C)c1ccccc1	-23.6%
O=C(NC1CCN(C(=S)Nc2ccc(Cl)cc2)CC1)C1CCCCC1	30.8%[activator]
O=C(O)[C@@H]1CN(Cc2cnc(N3CCOCC3)nc2)C[C@H]1c1ccccc1	-1.3%
COc1ccc(-c2nc3cc(NC(=O)COc4ccc(C)cc4)ccc3o2)cc1	6.5%
O=C(NCc1nnc2c(-c3nc(C4CC4)no3)cccn12)c1ccccc1Cl	?

(next part)
SMILES	KDM5B inhibitor
N#C/C(C(=O)COC(=O)c1ccc(-c2ccccc2)cc1)=C(/c1ccc(F)cc1)N1CCOCC1	?
COc1ccc(-n2ccn(CC(=O)Nc3ccc4c(c3)OCO4)c2=O)cc1	11.7%
O=C(NCCc1ccncc1)c1ccccc1Br	11.8%
CCOc1ccccc1CNC(=O)c1ccc(CS(=O)Cc2cccc(Cl)c2)o1 (centres undefined)	-15.4%
O=C(c1cccs1)N(Cc1ccco1)C1CC1	-27.8%
CCCC1(CO)CCCN(CC(=O)NC(C)(C)CC)C1 (centres undefined)	26.5%
O=C(CSc1cnc2cc(S(=O)(=O)N3CCCCC3)ccc2n1)Nc1ccccc1	-7.3%
Cc1ccccc1N1Cc2c(NCC(C)(C)C)ncnc2N(C)CC1=O	-29.1%
O=[N+]([O-])c1ccc(-c2nc(-c3ccncc3)no2)cc1	9.2%
COc1cc(/C=N/NC(=O)c2ccc3nc[nH]c3c2)ccc1O	-2.1%
CC(=O)c1cc(-c2ccccc2)n(CCC(=O)NCCc2ccccc2)c1C	-23.7%
CCn1ncc(N2CCC(NC(=O)c3ccccc3OC)CC2)cc1=O	14.4%
COc1ccc(-c2noc(CCC(=O)NC3CCCC3)n2)cc1	14.8%
O=C(Cn1cc(C2CCCNC2)nn1)N1CCCC1 (centres undefined)	-11.2%
COCCNC(=O)[C@H]1C[C@H](Oc2ccccc2)CN1C(=O)Nc1ccccc1	-8.1%
COC(=O)c1cc(NC(=O)c2sc3ccccc3c2Cl)cc(C(=O)OC)c1	-4.2%
Cc1nn(CN(Cc2ccccc2)CC(F)(F)F)c(=O)c2ccccc12	10.3%
Cc1cc(C(=O)N2CCC(Oc3ccccc3)C2)n(C)n1 (centres undefined)	-1.7%
CCCOC(=O)c1ccc(NC(=O)Cc2csc(C)n2)cc1	5.6%
COc1ccc(-c2noc(CSc3nnc(-c4ccncc4)n3-c3ccc(C)c(C)c3)n2)cc1	?

An excerpt from above in order of the KDM5B inhibitor value, descending.
compound	KDM5B inhibitor
CCn1ncc(N2CCC(NC(=O)c3ccccc3OC)CC2)cc1=O	14.4%
Cc1nn(CN(Cc2ccccc2)CC(F)(F)F)c(=O)c2ccccc12	10.3%
CCCOC(=O)c1ccc(NC(=O)Cc2csc(C)n2)cc1	5.6%
COCCNC(=O)[C@H]1C[C@H](Oc2ccccc2)CN1C(=O)Nc1ccccc1	-8.1%

Next structures.
SMILES	KDM5B inhibitor
COc1ccc(C23CC4CC(CC(C(=O)NCc5ccccc5CN(C)C)(C4)C2)C3)cc1	-18.7%
CCc1cc(=O)n(CC(=O)Nc2cccc(Br)c2)c(N2CCOCC2)n1	-8.6%
C[C@@H](NC(=O)c1ccc(F)cc1)c1onc(-c2ccccc2)c1C(=O)O	-5.3%[86.2 µM]
COc1ccc(OC)c(NC(=O)CSc2ccc(-c3cccs3)nn2)c1	-17.9%
CC(C)CN1CCN(C2CCOC3(CCN(C(=O)c4ccc5[nH]ccc5c4)CC3)C2)CC1 (centres undefined)	-0.1%
CCCN1Cc2cccc(C(=O)Nc3cc(C)cc(C)c3)c2C1=O	4.8%
Cc1ccc(N2CC(c3nc4ccccc4n3C)CC2=O)cc1 (centres undefined)	-5.9%
O=C(NCCc1ccccc1)N1CCC(c2noc(-c3ccccn3)n2)C1 (centres undefined)	-11.8%
O=C(CCC(F)(F)F)N1CCC(Oc2cnc3c(ccn3-c3cncnc3)c2)CC1	1.6%[86.2 µM]
CO[C@H]1C(=O)N(C2CCN(C(=O)c3cnn(C)c3)CC2)[C@H]1c1ccncc1	-27.5%
CC1(C)[C@H](Cc2cc(CN3CCOCC3)on2)C[C@@H]1NC(=O)Nc1ccc(F)cc1	1.8%[86.2 µM]
COc1ccc(-c2noc(-c3ccc(N4C[C@H]5CC[C@H]4C5)nc3)n2)cc1	31.6µM*
O=c1[nH]c(C2CCN(S(=O)(=O)c3ccc4c(c3)OCCO4)CC2)nc2c1nnn2Cc1c(F)cccc1Cl	0.2%
